Mac1 fbg inh = inhibitors of human CD11b/CD18 binding to fibrinogen; P05107+P11215; 0.54% of 93,000 active; inhibition, % at 10 µM; K562 CD11b/CD18 adhesion to fibrinogen, ATPlite luminescence; Mn2+ added to activate the integrin;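 active = primary inhibition of 50% or more at 10 µM, then 40% or more on retest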; note: some results filed as inactive read as strong as hits
PLAP activator = activators of human placental alkaline phosphatase; purified PLAP enzyme, luminescent substrate read-out; active compounds read high; activation fold at 20 µM; 1.2% of 96,000 active; in the data active = activation fold above about 2
Target sequence (P05187 whole entry, looked up): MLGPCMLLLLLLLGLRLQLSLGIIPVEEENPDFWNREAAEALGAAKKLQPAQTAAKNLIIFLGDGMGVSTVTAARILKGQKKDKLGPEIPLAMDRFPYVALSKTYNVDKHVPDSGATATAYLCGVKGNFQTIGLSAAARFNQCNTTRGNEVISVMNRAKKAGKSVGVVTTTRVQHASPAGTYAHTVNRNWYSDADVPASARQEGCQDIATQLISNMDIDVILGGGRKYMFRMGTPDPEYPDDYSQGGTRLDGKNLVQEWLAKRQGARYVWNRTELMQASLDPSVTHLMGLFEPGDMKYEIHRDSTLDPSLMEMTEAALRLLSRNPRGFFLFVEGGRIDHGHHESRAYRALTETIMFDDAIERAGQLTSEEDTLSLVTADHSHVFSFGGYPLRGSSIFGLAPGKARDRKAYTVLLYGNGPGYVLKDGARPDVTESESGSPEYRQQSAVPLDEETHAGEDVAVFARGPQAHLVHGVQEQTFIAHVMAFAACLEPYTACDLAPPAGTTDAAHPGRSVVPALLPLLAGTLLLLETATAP
PostGolgi ctrl = yeast control strain growth, post-Golgi counter-screen | efflux-deficient yeast background strain, growth absorbance A615, 16 h | inhibition, % at 10 µM | 5% of 98,000 active | AID 738
S1P2 antag = S1P2 (human) receptor antagonism; O95136; cell-based S1P2 antagonist assay, inhibition at 5 uM; inhibition, % at 5 µM; 0.21% of 97,000 active; in the data active = inhibition above about 45%;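 note: CRE beta-lactamase reporter cells expressing human S1P2 stimulated with S1P; 0% = agonist at EC80 alone and 100% = agonist plus reference antagonist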
sEH act = increases human soluble epoxide hydrolase activity. P34913. purified human sEH enzymatic activity, activator screen. activation, % at 2 µM. 0.04% of 91,000 active. AID 717; in the data active = activation above about 37%; note: values of inactives mirror those of a sister screen read the other way
Target sequence (P34913 whole entry, looked up): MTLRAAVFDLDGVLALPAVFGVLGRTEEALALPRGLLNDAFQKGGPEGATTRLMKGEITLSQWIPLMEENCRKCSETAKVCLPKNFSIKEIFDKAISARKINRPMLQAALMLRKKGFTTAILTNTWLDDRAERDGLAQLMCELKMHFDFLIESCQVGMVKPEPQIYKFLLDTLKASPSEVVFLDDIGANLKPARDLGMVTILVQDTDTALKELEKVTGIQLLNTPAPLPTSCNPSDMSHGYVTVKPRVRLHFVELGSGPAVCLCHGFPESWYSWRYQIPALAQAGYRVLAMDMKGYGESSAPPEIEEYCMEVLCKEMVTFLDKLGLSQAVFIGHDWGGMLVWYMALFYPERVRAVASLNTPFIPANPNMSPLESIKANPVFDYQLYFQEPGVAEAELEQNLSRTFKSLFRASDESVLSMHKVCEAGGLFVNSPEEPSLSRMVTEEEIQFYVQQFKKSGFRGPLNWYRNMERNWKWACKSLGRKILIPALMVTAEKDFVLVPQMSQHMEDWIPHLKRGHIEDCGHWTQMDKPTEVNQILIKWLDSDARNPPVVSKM
S1P2 agonist = activates the human S1P2 receptor; O95136; S1P2-expressing cell line, agonist reporter read-out; activation, % at 4.5 µM; 0.46% of 97,000 active; in the data active = activation above about 16%;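 note: 0% = vehicle low control and 100% = maximal reference agonist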
Ecoli WT expand = blocks growth of wild type E. coli BW25113; OD600 absorbance; growth inhibition, % at 100 µM; 0.15% of 98,000 active; AID 710;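 active = growth inhibition above about 50% at one test dose, limit read from the data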;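 note: growth measured after 20 h incubation at 37 °C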
PostGolgi yeast = growth inhibition of a yeast mutant, post-Golgi transport screen; post-Golgi transport phenotypic cell assay; inhibition, % at 10 µM; 0.9% of 98,000 active; AID 739;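 note: yeast cells grown in 1536-well plates; yeast grown about 18 h at 30C before absorbance read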
sEH inhibitor = blocks human soluble epoxide hydrolase activity | recombinant human sEH enzymatic activity assay | P34913 | inhibition, % at 2 µM | 0.34% of 91,000 active; in the data active = inhibition above about 80%; note: values of inactives mirror those of a sister screen read the other way; many of its hits are not listed in these tables
* marks the source's active call; other numbers are inactive results; · = not tested or not shown. Cut-off read from the data, not from the text of the source, unless noted: active = inhibition above about 30%; inactive = the rest. Outcome played no part in choosing rows. Share with any hit: about 7.1%.

SMILES	Mac1 fbg inh	PLAP activator	PostGolgi ctrl	S1P2 antag	sEH act	S1P2 agonist	Ecoli WT expand	PostGolgi yeast	sEH inhibitor
CCCCCNC(=O)Cc1cc(=O)[nH]c(=O)[nH]1	-18.3	0.9	-0.6	-3.2	9.0	-3.2	-4.0	5.4	-10.7
COc1ccc(Cc2nnc(SCc3nc4ccccc4c(=O)[nH]3)o2)cc1	-38.6	1.1	-1.8	-17.1	-3.2	-4.7	-16.0	0.5	3.5
Cc1cc(C)c2c(c1)/C(=N/NC(=S)Nc1ccc(F)cc1)CCC2	4.5	1.1	21.2	-8.6	-11.6	-3.2	3.0	7.7	9.8
CCOC(=O)Nc1ccc(S(=O)(=O)N2CCOCC2)cc1	6.1	1.1	3.0	21.1	·	-7.5	3.0	0.0	·
CCCCCCc1cc2cc(-c3nnc(-c4ccccc4OC)o3)c(=O)oc2cc1O	87.4	1	7.5	-7.5	8.7	7.0	-8.0	7.5	-8.8
COCCN1Cc2cccc(C(=O)Nc3ccc(C)c(C)c3)c2C1=O	1.8	0.8	24.8	15.3	5.6	0.0	-10.0	8.1	-5.0
O=C(c1cc(-c2ccncc2)nc2ccccc12)N1CCN(c2ccc(N3CCOCC3)nn2)CC1	5.6	1.3	5.5	13.6	2.2	-2.9	1.0	1.5	-3.0
CCOC(=O)c1c(C=O)c(C)n(Cc2ccc(Cl)cc2)c1C	16.4	0.8	42.2*	-13.3	1.0	0.3	12.0	3.2	2.1
COc1ccc(CCNC(=O)Cn2c(=O)cnc3ccccc32)cc1	-3.4	0.9	1.4	-1.1	-0.7	-4.1	4.0	2.9	3.5
CCn1cc(Br)c(-c2nc3ccccc3c(=O)n2N)n1	1.0	1	-4.3	10.9	-9.4	-6.3	1.0	-5.2	14.4
N#Cc1nc(COc2ccc(F)cc2)oc1N1CCN(Cc2ccccc2)CC1	·	1.2	27.0	4.3	·	-3.8	-13.0	-6.6	·
O=[N+]([O-])c1cccc(C(=Nc2ccccc2Cl)NO)c1	-33.5	0.9	4.5	-8.2	5.5	-4.6	11.0	-6.9	-3.1
CC(c1ccccc1)N1C(=O)NC(NC(=O)c2cccnc2)(C(F)(F)F)C1=O (stereo not drawn)	·	·	·	-12.4	3.0	-0.4	·	·	1.3
COc1ccccc1NC(=O)C(CC(C)C)NC(=O)C1CCCCC1 (stereo not drawn)	36.5	1.1	8.3	-32.1	-0.5	-3.8	-4.0	-0.8	-1.9
O=C1CC(c2ccccc2)CN1Cc1ccccc1 (stereo not drawn)	0.3	1	4.3	1.1	-0.4	-1.6	0.0	-3.2	0.6
COc1cccc(C2CC(=O)Nc3c2c(=O)n(C)c(=O)n3C)c1OC (stereo not drawn)	-18.9	1.1	5.1	·	·	·	3.0	5.1	·
COc1ccc(-c2c(C)nn(-c3ccccc3)c2N)cc1	4.1	0.8	38.0*	-51.2	-11.2	2.3	5.0	1.2	12.4
Clc1ccc2oc(-c3cccnc3)nc2c1	·	0.8	3.0	1.7	12.2	0.0	7.0	5.4	-13.9
COc1cccc(-c2cc(C(F)(F)F)nc(N3CCCCC3)n2)c1	·	1.2	4.5	-3.7	·	2.0	7.0	1.2	·
Cc1oc2c(c1C(=O)Nc1cccc3ccccc13)CCCC2	-13.0	0.8	11.2	-20.2	17.4	-1.7	4.0	-3.0	-24.3
O=C(CCc1ccccc1)Nc1ccccc1C(=O)NCc1ccco1	·	·	·	1.7	7.1	-5.3	·	·	-4.2
C[C@H](NC(=O)c1ccco1)C(=O)Nc1ccc(S(=O)(=O)N2CCCC2)cc1	1.1	0.8	21.8	-1.2	-15.2	-4.9	2.0	-5.1	17.3
O=C(O)c1ccc(CSCc2ccco2)cc1	25.1	1	1.7	3.4	-7.6	-3.3	-12.0	2.6	5.9
Cc1ccc(NC(=O)CS(=O)CC(=O)N(c2ccccc2)C(C)C(=O)NC2CCCC2)cc1 (stereo not drawn)	-2.3	1.6	13.4	·	·	·	4.0	-3.1	·
CCc1nc(N2CCN(C(=O)c3ccco3)CC2)c2c3c(sc2n1)CCCC3	·	1.3	15.4	-26.6	-11.1	-6.0	5.0	-4.0	13.5
CC(C)(C)OC(=O)COc1cc(OCC(=O)OC(C)(C)C)c2c(=O)cc(-c3ccccc3)oc2c1	22.5	1.2	8.2	26.2	-8.7	-3.4	-19.0	0.0	11.2
Cc1ccc(NCCc2ccc(C)nc2)cc1	-0.8	0.8	3.4	2.3	-4.0	-3.2	-12.0	-0.2	5.9
Cc1c(OCC(=O)OC(C)(C)C)ccc2c3c(c(=O)oc12)CCC3	-4.8	1	17.1	-11.9	-2.9	-6.6	-1.0	-1.2	1.8
O=c1c2ccccc2nc2ccc(N3CCOCC3)nn12	·	0.9	11.3	-22.7	-12.0	-1.7	-5.0	-0.3	14.3
Cc1ccc(-n2c(=O)c(C#N)cc3c(=O)n4cccc(C)c4nc32)cc1	-8.1	1.1	26.1	-19.0	17.0	0.2	-10.0	1.0	-18.5
Cc1cc(N2C(=O)CC(Cc3ccc(Cl)cc3)C2=O)no1 (stereo not drawn)	·	0.9	8.0	15.9	11.9	-2.4	7.0	10.2	-10.1
Cc1cc(N2CCC(C)CC2)n2ncc(-c3ccccc3)c2n1	36.6	1.4	8.6	-5.0	16.3	-4.5	-20.0	-2.5	-14.4
Clc1ccc(Cn2cc(Br)cn2)cc1Cl	15.1	1.5	18.1	-13.2	-0.3	-6.1	17.0	0.3	3.8
O=C(OCc1ccc(Cl)cc1)c1ccccc1C(=O)c1ccccc1	4.5	1.1	26.1	0.9	10.0	-7.8	0.0	-0.2	-11.4
CCCc1ccc(-c2ccc(C(=O)O)cc2)nc1	-9.3	1.1	2.4	·	·	·	-7.0	6.4	·
O=C1C2CC=C(Cl)CC2C(=O)N1CCc1c[nH]c2ccccc12 (stereo not drawn)	5.8	0.9	5.2	13.4	-5.1	-2.1	10.0	1.2	5.3
COc1ccc(-c2nnn(CCc3nn[nH]n3)n2)cc1	·	·	·	2.4	2.2	-8.4	·	·	3.5
O=C(CCc1ccccc1O)N/N=C/c1ccc(Sc2cccc3cccnc23)o1	16.7	1.5	11.2	3.8	-12.9	-2.6	-4.0	-3.6	11.6
Cc1oc(-c2ccccc2F)nc1CS(=O)(=O)CC(=O)NC1CCCC1	2.9	0.9	12.1	·	·	·	6.0	-0.4	·
CC(C)Oc1ccc(C2C(C(=O)c3ccco3)=C(O)C(=O)N2Cc2cccnc2)cc1 (stereo not drawn)	-21.1	1	19.4	·	·	·	3.0	14.6	·

In a second layout: 2 of the compounds above
COc1ccc(-c2nnn(CCc3nn[nH]n3)n2)cc1
  Mac1 fbg inh: ·
  PLAP activator: ·
  PostGolgi ctrl: ·
  S1P2 antag: 2.4
  sEH act: 2.2
  S1P2 agonist: -8.4
  Ecoli WT expand: ·
  PostGolgi yeast: ·
  sEH inhibitor: 3.5
CC(C)(C)OC(=O)COc1cc(OCC(=O)OC(C)(C)C)c2c(=O)cc(-c3ccccc3)oc2c1
  Mac1 fbg inh: 22.5
  PLAP activator: 1.2
  PostGolgi ctrl: 8.2
  S1P2 antag: 26.2
  sEH act: -8.7
  S1P2 agonist: -3.4
  Ecoli WT expand: -19.0
  PostGolgi yeast: 0.0
  sEH inhibitor: 11.2

Following part.
SMILES	Mac1 fbg inh	PLAP activator	PostGolgi ctrl	S1P2 antag	sEH act	S1P2 agonist	Ecoli WT expand	PostGolgi yeast	sEH inhibitor
CCOc1ccc(S(=O)(=O)NCc2ccco2)c2ccccc12	-4.1	0.9	20.4	15.0	0.2	-11.1	-7.0	-6.7	1.3
Cc1ccc(NC2=NCC(=O)N2Cc2ccc3c(c2)OCO3)cc1	2.5	1.2	16.3	·	·	·	-8.0	3.1	·
CCOC(=O)C1CCCCN1Cc1ccc(OC)c(OC)c1OC (stereo not drawn)	0.1	1	-2.8	6.4	5.9	-2.8	-1.0	-2.5	-5.9
Cc1cc(C)c(C#N)c(SCC(=O)N2CCN(Cc3ccccc3)CC2)n1	1.0	1.6	31.4*	1.4	·	0.5	-2.0	16.3	·
O=C(CCCC(=O)N1CCCc2ccccc21)N1CCCc2ccccc21	-12.0	1.5	4.4	-8.0	·	-6.0	-9.0	-6.7	·
COc1ccc(C(F)(F)F)cc1NC(=O)c1nc2nc(C)cc(C(F)F)n2n1	-18.7	0.9	2.0	7.0	-5.0	-6.2	-6.0	-11.1	9.9
COc1ccc(CN(C#N)c2nc(SC)nc(N(C)C)n2)cc1	-1.5	1.5	40.5*	-6.3	·	-7.8	-19.0	-9.2	·
S=C(c1ccc2c(c1)OCO2)N1CCCCCC1	-34.3	0.9	9.0	13.2	-9.9	-1.5	3.0	-2.8	10.0
Cc1cc(N2CCC(C)CC2)nc2cccc(O)c12	47.6	0.8	2.7	11.8	-0.4	-8.4	15.0	1.5	-0.7
Cc1ccc(-c2nnn(CC(=O)Nc3ccc4nn(-c5ccccc5)nc4c3)n2)o1	-5.3	0.8	4.7	17.5	-0.1	-5.3	-5.0	-5.6	1.6
COC(=O)c1cn(N(C)c2ncc(C(F)(F)F)cc2Cl)c(=O)c2ccccc12	-7.2	1.3	21.6	-8.8	4.1	0.4	0.0	-6.6	-5.6
CCOC(=O)N1CCN(S(=O)(=O)c2ccc(OC)c(OC)c2)CC1	·	·	·	-21.1	1.8	-1.2	·	·	-0.6
Nc1c(-c2cccc(Cl)c2)cnn1-c1cccc([N+](=O)[O-])c1	·	0.9	4.0	9.7	0.1	-8.9	-5.0	4.8	2.7
Cc1ccc(C(=O)OCC(=O)Nc2ccc(N(C)C)cc2)cc1NC(=O)c1ccco1	-8.2	0.9	1.8	-4.8	-19.0	0.1	-9.0	5.8	20.3
CCN1/C(=C2/OC(=S)N(C)C2=O)Sc2ccccc21	-3.8	0.9	7.1	5.7	9.5	0.5	-10.0	1.3	-9.2
CC(Oc1ccccc1Cl)C(=O)N(Cc1ccco1)C1CCS(=O)(=O)C1 (stereo not drawn)	-3.4	0.9	4.9	·	·	·	-9.0	-2.5	·
Cc1nc(NC(=O)c2ccc(Br)s2)sc1C(=O)N(C)C	-47.1	1	19.6	12.3	-32.3	-4.0	0.0	1.3	33.1
Cc1cc(C(=O)N2CCN(c3ncccn3)CC2)cs1	-2.3	1.1	16.3	-20.9	-6.1	-4.8	-11.0	-1.6	8.7
CCOc1ccccc1-c1nc(-c2cc3ccccc3nc2OC)no1	-4.1	1.1	20.1	-0.8	-6.2	-8.8	-3.0	16.6	5.8
CCOC(=O)c1c(-c2ccc(C)o2)csc1NC(=O)CN1CCN(CC)CC1	-8.4	1.4	2.9	-8.4	-2.1	-4.2	7.0	1.0	3.3
CCCNC(=O)c1oc2ccc3c(c2c1C)C(=O)CC(C)(C)O3	21.3	1.3	4.9	-13.0	7.9	-4.7	-1.0	-3.6	-9.1
Cc1cccc(C(=O)CC(=O)c2cc(Cl)ccc2O)c1	94.0	1.3	63.7*	3.5	2.9	-5.9	49.0	50.2*	-4.4
CCCS(=O)(=O)N1CCCC(C(=O)NC2CCCCC2)C1 (stereo not drawn)	-9.9	1.1	7.5	15.3	-53.2	-2.6	-2.0	-0.3	51.9
Cc1nn(-c2ccccc2)c2sc(C(=O)c3c(N)n(C)c(=O)n(C)c3=O)cc12	12.6	1.1	6.1	·	·	·	-16.0	4.7	·
CC(CN1CCCC(C(N)=O)C1)c1ccccc1 (stereo not drawn)	6.5	1.4	0.5	2.0	-3.7	1.1	1.0	-5.1	1.8
Cc1cc(=O)n2c(ccc3ccccc32)c1C#N	-19.8	0.9	3.5	·	·	·	-10.0	4.5	·
CCC(C)c1ccc(NC(=O)C2CCN(c3ncccn3)CC2)cc1 (stereo not drawn)	·	·	·	13.2	-98.8	-3.3	·	·	98.8*
Cc1ccc(S(=O)(=O)Cc2sc3ccccc3[n+]2C)cc1	-21.2	0.9	12.9	-4.7	-2.8	-2.0	-14.0	-4.4	-0.8
CC1CCc2c(sc3nn[nH]c(=O)c23)C1 (stereo not drawn)	-7.9	1.1	4.8	-1.3	2.0	-3.0	-8.0	-2.9	-2.3
CC(OC(=O)c1nsc(Cl)c1Cl)C(=O)NCc1ccc2c(c1)OCO2 (stereo not drawn)	·	0.8	-3.9	-16.8	0.4	-1.9	-1.0	-1.2	1.6

An excerpt of these results, with two lines to a compound.
Every second line gives: Mac1 fbg inh | PLAP activator | PostGolgi ctrl | S1P2 antag | sEH act | S1P2 agonist | Ecoli WT expand | PostGolgi yeast | sEH inhibitor
CC(C)(C)OC(=O)COc1cc(OCC(=O)OC(C)(C)C)c2c(=O)cc(-c3ccccc3)oc2c1
→ 22.5 | 1.2 | 8.2 | 26.2 | -8.7 | -3.4 | -19.0 | 0.0 | 11.2
Cc1ccc(NCCc2ccc(C)nc2)cc1
→ -0.8 | 0.8 | 3.4 | 2.3 | -4.0 | -3.2 | -12.0 | -0.2 | 5.9
